HP1b binding inh – blocks HP1-beta chromodomain binding to methylated histone tails; P83916; Potency, µM (series often up to 114 µM), without a hit: at the highest dose activity change, negative = inhibition, most hits filed as inhibitors; 0.56% of 390,000 active; AlphaScreen HP1-beta / biotin-H3K9me3 peptide binding; note: potency is the fitted concentration of half-maximal effect; nearly all actives have a fitted effect of over 70% in size; inactives centre near 23
Target sequence (P83916 whole entry, looked up): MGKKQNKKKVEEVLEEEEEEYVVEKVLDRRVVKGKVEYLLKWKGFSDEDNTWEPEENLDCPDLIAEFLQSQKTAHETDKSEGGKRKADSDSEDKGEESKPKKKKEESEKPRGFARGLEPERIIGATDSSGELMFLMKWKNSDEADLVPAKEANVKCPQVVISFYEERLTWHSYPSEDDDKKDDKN
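HP1-beta protein (50 nM final) preincubated 30 min at room temperature with biotinylated H3(1-18)K9me3 peptide (50 nM) in PBS pH 7.4, 0.01% Tween-20, then compound added for 30 min. AlphaScreen streptavidin donor/nickel chelate acceptor beads (10 ug/mL final), 30 min dark, luminescence read.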
TrxR1 substrate – is turned over as a substrate by rat TrxR1; purified TrxR1 substrate turnover, NADPH consumption readout; 0.01% of 390,000 active; O89049; Potency, µM (titrated, usually from 114 µM), for the others: top-dose activity change, negative = substrate turnover; note: potency is the fitted concentration of half-maximal effect; % is set by controls: 0 for no effect and ±100 for the full control effect; nearly all actives have a fitted effect of over 50% in size
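Rat TrxR1, dispensed at 90 nM, was prereduced with 400 uM NADPH (final) for 5 min at ~22 deg C, then incubated with compound 15 min before 400 uM selenite. A first-read NADPH fluorescence drop versus no-compound background flagged substrates.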
GLS inhibitor – blocks human kidney-isoform glutaminase activity. GLS enzymatic activity, qHTS titration. Potency, µM (doses to about 45.5 µM), inactives show at the top dose activity change, negative = inhibition, hits mostly inhibitors. 0.21% of 410,000 active. AID 624170; note: potency is the fitted concentration of half-maximal effect; % is set by controls: 0 for no effect and ±100 for the full control effect
Target sequence (O94925 whole entry, looked up, canonical isoform): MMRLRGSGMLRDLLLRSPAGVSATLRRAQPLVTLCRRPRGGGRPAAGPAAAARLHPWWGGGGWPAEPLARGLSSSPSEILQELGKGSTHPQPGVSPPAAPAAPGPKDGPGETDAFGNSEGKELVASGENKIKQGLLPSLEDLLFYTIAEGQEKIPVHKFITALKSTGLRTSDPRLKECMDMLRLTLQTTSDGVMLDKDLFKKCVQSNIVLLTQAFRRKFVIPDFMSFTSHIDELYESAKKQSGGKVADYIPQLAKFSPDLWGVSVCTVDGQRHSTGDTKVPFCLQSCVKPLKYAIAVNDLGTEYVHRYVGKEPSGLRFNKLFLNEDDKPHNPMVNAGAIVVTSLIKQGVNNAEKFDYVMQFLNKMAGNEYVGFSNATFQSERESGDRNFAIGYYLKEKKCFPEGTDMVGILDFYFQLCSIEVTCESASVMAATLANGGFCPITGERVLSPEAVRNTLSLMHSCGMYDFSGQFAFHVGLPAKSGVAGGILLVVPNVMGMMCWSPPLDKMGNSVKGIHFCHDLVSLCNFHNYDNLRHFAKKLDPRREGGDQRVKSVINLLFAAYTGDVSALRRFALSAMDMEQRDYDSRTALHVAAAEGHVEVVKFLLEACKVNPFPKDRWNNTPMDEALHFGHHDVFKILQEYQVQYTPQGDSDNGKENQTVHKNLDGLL
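Read-out is an Amplex red fluorescence increase coupled through glutamate oxidase and HRP, measured before and after 30 min room-temperature incubation. hKGA is in 45 mM KH2PO4 (pH 8.2) with 0.02% Tween-20; glutamine added as 1mM solution.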
USP1 inh – blocks the human USP1/UAF1 deubiquitinase complex | recombinant USP1/UAF1, Ub-Rhodamine cleavage fluorescence | Potency, µM (titrated, usually from 57.1 µM), inactives show at the top dose activity change, negative = inhibition, actives largely listed as inhibitors | 0.23% of 390,000 active | O94782; note: potency is the fitted concentration of half-maximal effect; % is set by controls: 0 for no effect and ±100 for the full control effect; nearly all actives have a fitted effect of over 60% in size; inactives centre near -12
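High-throughput fluorogenic screen: 1nM USP1/UAF1 complex, Ub-Rho substrate 150nM final, 50mM HEPES pH 7.8 with 0.5mM EDTA, 0.1 mg/ml BSA, 1mM TCEP and 0.01% Tween-20.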
Pin1 inh – human Pin1 inhibition | Q13526 | Pin1 FP peptide displacement, HiFluor488, 10 min | 0.009% of 390,000 active | Potency, µM (titrated, usually from 115 µM), for inactives: top-dose activity, negative = inhibition, usual class: inhibitors; active = well fitted inhibition curve with a large enough effect in the polarisation, with a control signal flat, not every such curve was filed as active; inconclusive = small, poorly fitted or top-dose-only effect, or effect the other way, or a change in a side signal; inactive = no such curve, though single readings can be large or run the other way; the % refers to the polarisation; note: potency is the fitted concentration of half-maximal effect; % is set by controls: 0 for no effect and ±100 for the full control effect
Target sequence (Q13526 whole entry, looked up): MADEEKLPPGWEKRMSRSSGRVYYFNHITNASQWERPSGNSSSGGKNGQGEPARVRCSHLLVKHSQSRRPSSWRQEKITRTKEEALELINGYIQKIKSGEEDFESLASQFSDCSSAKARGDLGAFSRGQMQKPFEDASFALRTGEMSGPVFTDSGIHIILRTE
rTrxR1 inhibitor – inhibitors of rat thioredoxin reductase 1 | O89049 | recombinant rTrxR1, NADPH fluorescence consumption, selenite substrate | Potency, µM (highest dose often 114 µM), without a hit: at the top dose activity change, negative = inhibition, hits mostly inhibitors | 1% of 390,000 active | AID 588453; note: potency is the fitted concentration of half-maximal effect; % is set by controls: 0 for no effect and ±100 for the full control effect; nearly all actives have a fitted effect of over 65% in size
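Rat TrxR1 (90 nM in the dispensed reagent) was pre-reduced with 400 uM NADPH for 5 min at room temperature, then incubated with compound for 15 min. After 400 uM selenite was added, NADPH fluorescence (Ex 340/Em 450 nm) was followed for 8 min.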
Tb PGK inh – inhibitors of T. brucei phosphoglycerate kinase. 0.043% of 380,000 active. P07378. PGK/GAPDH coupled, Kinase-Glo luminescence, 60 min. Potency, µM (doses to about 57.5 µM), for inactives: at the highest dose activity change, negative = inhibition, usual class: inhibitors. AID 602233; note: potency is the fitted concentration of half-maximal effect; % is set by controls: 0 for no effect and ±100 for the full control effect; nearly all actives have a fitted effect of over 60% in size
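Recombinant glycosomal PGK reaction used 1,3-bisphosphoglycerate generated in-well by GAPDH (100nM final) in 100mM TEA pH 7.6, 5mM MgCl2, 0.01% Tween-20. After 60 minutes at room temperature, ATP was read by Kinase-Glo Plus luminescence end-point.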
PI4K2A block – blocks human PI4K2A kinase activity; 0.13% of 420,000 active; activity change, negative = inhibition, % at 76.9 µM; Q9BTU6; purified PI4K2A, ADP-Glo luminescence, 1 h; stronger effect = lower value; AID 1346378; in the data active = activity change below about -50%; inconclusive = mostly about -30% to -49%;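 note: -100% = wells without enzyme as full effect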
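In this quantitative HTS, ADP production by PI4K2A was quantified luminescently after 1 h at ambient temperature; 100 microM adenosine served as plate-quality control.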
IDH1 R132H inh – blocks human mutant IDH1 R132H enzyme; Potency, µM (series often up to 76.6 µM), for the others: at the highest dose activity change, negative = inhibition, usual class: inhibitors; 0.093% of 390,000 active; IDH1-R132H enzyme, NADPH consumption, diaphorase/resazurin fluorescence; O75874; AID 602179; note: potency is the fitted concentration of half-maximal effect; % is set by controls: 0 for no effect and ±100 for the full control effect; nearly all actives have a fitted effect of over 65% in size
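IDH1-R132H (0.5 ug/mL dispensed) in pH 7.5 Tris buffer was preincubated 30 min with compound, then given a substrate mix of 0.016 mM NADPH and 2 mM alpha-KG for 80 min at room temperature; remaining NADPH was read by diaphorase/resazurin fluorescence.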
Numbers without * were called inactive; i = inactive; ? = inconclusive; . = not tested or not shown; [ ] = remark or other dose. Unless noted, calls come from the whole dose curve; as a rule, active = well fitted curve in the direction sought with a large enough effect; inconclusive = small, poorly fitted or top-dose-only effect, or another doubt; inactive = no such curve, though single readings can be large; an effect the other way counts as inactive or inconclusive. An excerpt; count on the stated rates, not on these rows.

mol | PI4K2A block | rTrxR1 inhibitor | GLS inhibitor | HP1b binding inh | USP1 inh | Tb PGK inh | Pin1 inh | TrxR1 substrate | IDH1 R132H inh
CC12CCC(C(=O)N(NC(=O)c3cccnc3)C1=O)C2(C)C (stereo unspecified) | -4 | 22% | 4% | 27% | -19% | 0% | -6% | 10% | -1%
CCOc1ccc(NC(=O)c2ccccc2NC(=O)CN(C)CC(=O)Nc2ccc(C)cc2)cc1 | 4 | 2% | 4% | 9% | -1% | -1% | 1% | -8% | -2%
Cc1ccc(C(C)C)c(OCCCn2c(=O)oc3ccc(C)cc32)c1 | 0 | 18% | 0% | 136%[activator] | -19% | i | 3% | -2% | 5%
O=C(Nc1cccc(Br)c1)c1ccccc1-c1ccccc1 | 3 | 4% | 6% | 63%[activator] | -12% | 4% | 8% | -2% | -2%
O=C(COC(=O)/C=C/c1cccc(F)c1)Nc1ccc(Cl)cn1 | 4 | 7%[57.1 µM] | 13% | 16% | -6% | -4% | 0% | 5%[57.1 µM] | -7%
O=S(=O)(Nc1ccc(-n2cnnn2)cc1)c1ccc(Cl)s1 | -6 | -7% | 2% | 20% | -11% | -2% | 16% | -3% | 3%
O=C(O)c1[nH]c2ccccc2c1C(c1ccccc1)c1c(C(=O)O)[nH]c2ccccc12 | -4 | 3% | 11µM* | 19% | -23% | -7% | ? | 1% | -2%
Cc1ccc(/C=N/NC(=O)c2ccncc2)s1 | 1 | -12% | -2% | 45%[activator] | -11% | -7% | 0% | -9% | 5%
CCOC(=O)C1=C(c2ccccc2)Nc2ncnn2C1c1cccc(O)c1 (stereo unspecified) | -1 | 7% | 19% | 27% | -4% | 0% | -10% | -4% | 11%
CCn1ccc2cc(S(=O)(=O)N3CCC(C(=O)NCCOC)CC3)ccc21 | 3 | 18%[57.1 µM] | -2% | 27%[57 µM] | -18% | 10% | -2% | 5%[57.1 µM] | -19%
CC(NC(=O)COc1ccccc1)C(=O)N1CCN(c2ccc(F)cc2)CC1 (stereo unspecified) | -4 | -18% | 19% | 21% | -12% | -4% | -11% | -12% | 5%
Cc1ccc2oc(=O)c3cnn(CC(=O)Nc4ccccc4N4CCN(C)CC4)c3c2c1 | 2 | 21%[57.1 µM] | 2% | 28% | -19% | -1% | 6% | 14%[57.1 µM] | -4%
CCC1CCC(C(=O)NC(C(=O)Nc2cccc(OC)c2)C(C)C)CC1 (stereo unspecified) | 0 | 9% | 0% | 30% | -27% | -3% | 22% | 9%[2.29 µM] | -14%
O=C(N/N=C\c1cccc(OC(=O)c2ccco2)c1)c1ccc2c(c1)OCO2 | 3 | -7% | 14% | 22% | -1% | 3% | 5% | -8% | 3%
CCOC(=O)CC1C(=O)NCCN1C(=O)c1ccc(Cl)cc1Cl (stereo unspecified) | -2 | 7% | 4% | 25% | 0% | i | -7% | 4% | -9%
COc1ccc(NC(=O)C(Cc2ccccc2)NC(=O)c2ccco2)cc1OC (stereo unspecified) | 0 | 16% | 9% | 19% | -12% | -5% | -7% | 8% | 2%
CCCNC(=O)N1CCN(S(=O)(=O)c2ccc(C)cc2)CC1 | 0 | -1%[57.1 µM] | -2% | 40%[activator] | -6% | -3% | 8% | 10%[57.1 µM] | 1%
CCNS(=O)(=O)c1ccc(NC(=O)CC(C)c2ccccc2)cc1 (stereo unspecified) | 0 | 6% | 4% | 17% | -7% | -1% | -1% | -5% | -17%
CCOC(=O)CSc1nnc(NC(=O)c2cccc([N+](=O)[O-])c2C)s1 | 2 | 11%[57.1 µM] | 10% | 31% | -9% | 1% | 19% | 11%[57.1 µM] | 2%
Cc1cc(NC(=O)c2cccs2)n(-c2ccccc2)n1 | 4 | 11% | 1% | 16% | -9% | -2% | -2% | -2% | -2%
Cc1ccccc1NC(=O)CSc1nc(-c2ccccc2C)nc2cc(=O)[nH]n12 | 1 | 16%[57.1 µM] | 2% | 17% | ? | -10% | ? | 0%[57.1 µM] | 3%
O=C(c1ccc(C(F)(F)F)cc1)N1CCCCC1 | 18 | 0% | -10% | 13% | -5% | 5% | 0% | -4% | -1%
CCCCCCCCCCCCS[C@H]1CS(=O)(=O)C[C@@H]1O | -2 | 18% | -2% | 66%[activator] | -28% | -1% | 4% | -5% | 7%
Cc1cc(C)n(-c2ccc(C(=O)O)cc2)n1 | 2 | 4% | 1% | 34% | -14% | -7% | 3% | -4% | 2%
COc1ccc(-n2c(SCC(=O)NCC3CCCO3)nc3c(c2=O)SC(C)C3)cc1 (stereo unspecified) | 2 | -18% | 7% | 12% | -1% | 2% | -1% | -17% | -3%
Cc1ccc(C(=O)NC(=S)Nc2ccccc2C(F)(F)F)c(C)c1 | -28 | -44%[57.1 µM] | 5% | 17% | -1% | 4% | -3% | -12% | -1%
Cc1ccc(NC(=O)C2CCN(S(=O)(=O)c3c(C)[nH]c(=O)[nH]c3=O)CC2)cc1 | -4 | 5% | -1% | 15% | 1% | . | 4% | 9%[57.1 µM] | -4%
CSCC[C@H](NC(=O)Nc1cccc(Br)c1)C(=O)O | 1 | -14% | 0% | 29% | -19% | i | -2% | -10% | 8%
O=C1NC[C@@H](Cc2cccc3ccccc23)N(CCCCC2CCCCC2)C1=O | -1 | 14% | 0% | 25% | -19% | -4% | 2% | 2% | ?
C[C@H]1CN([C@@H](C)CO)S(=O)(=O)c2ccc(C#Cc3ccccn3)cc2O[C@@H]1CN(C)C(=O)C1CC1 | 0 | . | -2% | . | -18% | -9% | . | . | 1%
c1ccc(-c2cc3c(nn2)CCc2nonc2-3)cc1 | -3 | 8%[57.1 µM] | 1% | 25% | -17% | 3% | 1% | -8%[57.1 µM] | 6%
COc1ccc(C(=O)Nc2cc(OC)cc(OC)c2)cc1 | -4 | 13%[57.1 µM] | -15% | 40%[activator] | -21% | -16% | 5% | -9% | 8%
COc1ccccc1C(=O)Oc1cc(N)n(S(=O)(=O)c2ccccc2)n1 | 8 | -3% | 27% | 21% | -7% | -10% | -3% | 3% | -3%
COc1ccc(Cl)cc1NC(=O)CN1CCN(S(=O)(=O)N2CCCCC2)CC1 | -1 | 28%[57.1 µM] | -5% | 28% | -5% | -5% | 4% | -7% | 1%
O=C(NCc1ccco1)c1cc2sccc2n1Cc1ccc(F)cc1 | 2 | -12% | -8% | -7% | -18% | i | 0% | -2% | 5%
CC(C)NC(=O)CCc1nnc(Cc2cccc(C(F)(F)F)c2)o1 | -5 | 19%[57.1 µM] | 7% | 53%[activator] | -2% | -1% | -9% | 14%[57.1 µM] | 1%
COc1ccc(COC(=O)C2CC(=O)N(Cc3ccc(C)cc3)C2)cc1 (stereo unspecified) | -2 | -15% | 9% | 15% | -5% | -10% | -8% | -12% | 7%
CC(C)[C@@H](C(=O)NCC1CCC(C(=O)O)CC1)n1nnc2ccccc2c1=O (stereo partly specified) | -11 | 6%[57.1 µM] | 10% | 30% | -11% | ? | 4% | 3%[57.1 µM] | 5%
Cc1nn(C(=O)N2CCOCC2)c(C)c1CN1C(=O)c2ccccc2C1=O | -1 | 12% | 4% | 38% | -2% | i | 1% | -2%[57.1 µM] | 10%
O=C(O)C1C2C=CC(O2)C1C(=O)Nc1cccc(C(F)(F)F)c1 (stereo unspecified) | 4 | 3% | 2% | 26% | ? | -6% | 1% | 5% | -2%
CCn1ccc(C(=O)Nc2ccc3c(c2)CCC3)n1 | -2 | 16% | 7% | 28% | -24% | -10% | 0% | 6% | 8%
Cc1cccc(NC(=O)c2sc(-n3nc(C)c(CCC(C)C)c3C)nc2C)c1C | 0 | 16% | -8% | 56%[activator] | -1% | -5% | -1% | 5% | -4%
COc1ccccc1NC(=O)Cn1nc(-c2ccc3c(c2)OCCO3)ccc1=O | 6 | 13% | 0% | 41%[activator] | -18% | -3% | 8% | -2% | -14%
O=C(Nc1nc2ccccc2n1CCN1CCCC1)c1ccc(Cl)cc1 | 7 | 6%[57.1 µM] | 17% | 28% | -3% | -3% | 3% | 4%[57.1 µM] | 6%
COc1ccc(C(=O)N/C(=C\c2cn(S(=O)(=O)N(C)C)c3ccccc23)C(=O)NC(C)C)cc1 | -14 | 11% | ? | 32% | -21% | 7% | -1% | 1% | -10%
Oc1ccc(-c2nnc(Nc3cccc(O)c3)c3ccccc23)cc1 | -1 | -13% | ? | 2% | -11% | -5% | -4% | -14% | -18%
COc1ccc(S(=O)(=O)c2cn(C)c3cc(N4CCCC4)c(F)cc3c2=O)cc1 | -4 | 27% | -2% | 11% | -20% | i | -4% | 21% | -5%
CC(NC(=O)c1cccc(S(=O)(=O)N2CCN(Cc3ccccc3)CC2)c1)c1ccccc1Cl (stereo unspecified) | 4 | 12% | 4% | 140%[activator] | -16% | -1% | 12% | -9% | 6%
O=C(O)CCCCCN1C(=O)C(O)=C(C(=O)/C=C/c2ccccc2)C1c1ccccc1[N+](=O)[O-] (stereo unspecified) | 0 | -3%[57.1 µM] | 11% | 14% | -8% | -1% | -20% | 2%[57.1 µM] | 1%
Cc1cccc(C(=O)Nc2ccc(S(=O)(=O)N3CCOCC3)cc2)c1[N+](=O)[O-] | 0 | 8% | 3% | 24% | -24% | i | -1% | 1% | 4%

Assay outcomes as filed in PubChem.
